MPTP block = inhibitors of mitochondrial permeability transition pore; isolated mouse mitochondria, Ca2+ swelling absorbance, 30 min; inhibition, % at 10 µM; actives 1.4% (n = 360,000);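 active = inhibition of 50% or more, scaled per plate between neutral and stimulator controls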;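 note: 0% = DMSO wells given calcium and 100% = 1 mM EGTA wells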
APOBEC3A inh = inhibitors of human APOBEC3A DNA deaminase; P31941; recombinant A3A, FAM/TAMRA ssDNA deamination fluorescence; inhibition, % at 20 µM; actives 0.41% (n = 330,000); AID 493011;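 active = at least 40% inhibition at 20 µM here, with at most 30% in a related deaminase screen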;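 note: plate controls were A3A with DMSO for no effect and wells lacking A3A enzyme for full effect; some results filed as inactive read as strong as hits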
Target sequence (P31941 whole entry, looked up): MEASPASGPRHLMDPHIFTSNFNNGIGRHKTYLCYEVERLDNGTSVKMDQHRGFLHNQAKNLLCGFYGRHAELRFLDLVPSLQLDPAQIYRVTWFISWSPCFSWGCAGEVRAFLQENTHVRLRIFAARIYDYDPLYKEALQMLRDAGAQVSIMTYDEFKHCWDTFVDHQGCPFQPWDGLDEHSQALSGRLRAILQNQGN
EBI2 block = antagonists of human EBI2 receptor; P32249; inhibition, % at 5 µM; EBI2 beta-arrestin recruitment, luminescence, 7a,25-OHC stimulated; actives 0.81% (n = 360,000); in the data active = inhibition above about 38%;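 note: enzyme fragment complementation signal reports receptor beta-arrestin coupling in cells; 0% = agonist plus DMSO wells and 100% = wells without agonist; some results beyond the cut were filed as inactive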
Target sequence (P32249 whole entry, looked up, the tested form may be a part): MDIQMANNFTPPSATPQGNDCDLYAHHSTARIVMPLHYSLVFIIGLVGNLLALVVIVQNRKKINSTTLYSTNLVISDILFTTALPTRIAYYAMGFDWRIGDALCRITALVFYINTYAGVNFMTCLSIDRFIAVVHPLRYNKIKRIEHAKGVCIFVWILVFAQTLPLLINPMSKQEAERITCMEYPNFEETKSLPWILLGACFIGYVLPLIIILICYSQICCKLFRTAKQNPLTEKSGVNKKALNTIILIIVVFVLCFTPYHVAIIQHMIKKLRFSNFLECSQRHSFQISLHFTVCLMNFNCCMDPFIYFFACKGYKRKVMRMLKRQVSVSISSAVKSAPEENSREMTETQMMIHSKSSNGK
APOBEC3G inh = APOBEC3G (human) deaminase inhibition | actives 0.28% (n = 330,000) | recombinant A3G, ssDNA deamination FAM/TAMRA fluorescence | inhibition, % at 20 µM;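 active = inhibition of at least 40% at 20 µM, with no more than 30% in the related APOBEC3A deaminase screen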;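 note: plate controls were DMSO wells with A3G for no effect and wells lacking A3G enzyme for full effect; some compounds called inactive have numbers as strong as hits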
Target sequence (Q9HC16 whole entry, looked up): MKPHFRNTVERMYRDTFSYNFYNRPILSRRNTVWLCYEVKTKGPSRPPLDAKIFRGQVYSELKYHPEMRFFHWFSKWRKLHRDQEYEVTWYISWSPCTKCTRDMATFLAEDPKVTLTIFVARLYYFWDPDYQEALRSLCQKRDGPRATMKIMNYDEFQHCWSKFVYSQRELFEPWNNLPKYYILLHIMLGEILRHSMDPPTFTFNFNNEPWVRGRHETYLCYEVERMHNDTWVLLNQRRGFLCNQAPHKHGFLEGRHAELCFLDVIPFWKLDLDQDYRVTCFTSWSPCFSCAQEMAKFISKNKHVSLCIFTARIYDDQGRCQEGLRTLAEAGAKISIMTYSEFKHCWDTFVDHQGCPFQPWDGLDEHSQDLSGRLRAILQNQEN
* = called active by the depositor; nt = not tested or not shown; & = joins results of further samples. Not all compounds are listed. The share of hits here may be higher or lower than overall.

SMILES	MPTP block	APOBEC3A inh	EBI2 block	APOBEC3G inh
Cc1ccc(C)c(NC(=S)NCc2cccn2C)c1	nt	-1	nt	-5
COc1cc(/C=C2\C(=N)N3N=C(S(=O)(=O)CC(C)C)SC3=NC2=O)ccc1OC(=O)c1ccco1	nt	-5	nt	-8
CCc1ccc(C2=NN(CCC(=O)NC3CC3)C(=O)CC2)cc1	nt	-2	nt	-10
O=C(c1cccc2ccccc12)n1nnc2ccccc21	nt	0	nt	-4
NC(=O)c1ccsc1N	nt	-2	nt	-8
COC(=O)[C@@H]1CC[C@H](C)[C@@H](c2ccc(C)cc2)N1C(=O)c1ccc(/C=N/O[C@@H](C)CN2CCCCc3nc(C)c(C)cc32)cc1	nt	1	nt	-6
CC(=O)c1cc2c(cc1NC(=O)c1ccc(C)cc1)OCO2	nt	2	nt	-3
CS(=O)(=O)c1ccc(-c2cc(Br)sc2-c2ccc(F)cc2)cc1	nt	-3	nt	-11
O=C(Cc1ccc(-n2c(=O)c3ccccc3n(Cc3cccc([N+](=O)[O-])c3)c2=O)cc1)NCC1CCCO1 (stereo not drawn)	nt	-3	nt	-5
COc1cc2c(cc1O)[C@H](Cc1ccc(Oc3cc(C[C@@H]4NCCc5cc(OC)c(O)cc54)ccc3O)cc1)NCC2	nt	1	nt	-8
CC(NC(=O)CCN1N=C(c2ccccc2)CCC1=O)c1ccc2c(c1)OCCO2 (stereo not drawn)	nt	-3	nt	-8
COC(=O)[C@]12CCCCC=C1N(Cc1ccc3c(c1)OCO3)C(=O)[C@H](CC(=O)N1CCC(c3ccccc3)CC1)C2	-2.4	nt	13	nt
COC(=O)[C@@]12C[C@@H](CC(=O)NCC34CC5CC(CC(C5)C3)C4)C(=O)N(CCc3ccc(OC)c(OC)c3)C1=CCC(C)(C)C2	-2.8	nt	25	nt
COc1ccc(CCC(=O)N2c3ccccc3N=C(c3ccc4c(c3)OCO4)C2C(=O)Nc2ccc(OC)cc2)cc1 (stereo not drawn)	4.9	nt	14	nt
O=C(C(=O)N1CCN(C/C=C/c2ccccc2)CC1)c1ccccc1	-1.3	nt	9	nt
CCOC(=O)C[C@@H]1OC[C@H](CO)N1S(=O)(=O)c1ccc(C)cc1	-0.8	nt	3	nt
O=C(C[C@@H]1CC[C@@H]2[C@H](COC[C@@H](O)CN2Cc2cc(F)ccc2F)O1)NCc1ccc(F)cc1	1.7	nt	10	nt
O=C(Nc1ccc2c(c1)OCCO2)C(c1ccccc1F)n1c(=O)c(-c2cc3ccccc3[nH]2)nc2ccccc21 (stereo not drawn)	5.1	nt	-3	nt
CC(C)OC(=O)/C=C1\C[C@@H](c2ccccc2C(F)(F)F)O[C@@H](c2ccccc2C(F)(F)F)O1	2.1	nt	16	nt
N#Cc1cccc(C(=O)C(=O)N2CCN(c3ccccc3)CC2)c1	-0.5	nt	-3	nt

Profiles, quoted from the list:
N#Cc1cccc(C(=O)C(=O)N2CCN(c3ccccc3)CC2)c1 as listed: MPTP block: -0.5; APOBEC3A inh: nt; EBI2 block: -3; APOBEC3G inh: nt
CC(C)OC(=O)/C=C1\C[C@@H](c2ccccc2C(F)(F)F)O[C@@H](c2ccccc2C(F)(F)F)O1 as listed: MPTP block: 2.1; APOBEC3A inh: nt; EBI2 block: 16; APOBEC3G inh: nt
COC(=O)[C@@]12C[C@@H](CC(=O)NCC34CC5CC(CC(C5)C3)C4)C(=O)N(CCc3ccc(OC)c(OC)c3)C1=CCC(C)(C)C2 as listed: MPTP block: -2.8; APOBEC3A inh: nt; EBI2 block: 25; APOBEC3G inh: nt

Later entries:
SMILES	MPTP block	APOBEC3A inh	EBI2 block	APOBEC3G inh
Cc1cccc(C)c1NC(=O)C(c1ccncc1)N1CCN(C)CC1 (stereo not drawn)	0.4	nt	-5	nt
CC(=O)C1CN(S(=O)(=O)c2ccc(C)cc2)C(c2ccccc2)CC1C (stereo not drawn)	0.4	nt	8	nt
CCCCCNC(=O)C(C1CC1)n1c(=O)c(-c2cc3ccccc3[nH]2)nc2ccccc21 (stereo not drawn)	3.1	nt	-2	nt
CCCCCCCCN1C(=O)[C@H](CC(=O)NCCCOCCCC)C[C@@]2(C(=O)OC)CC(C)(C)CC=C12	-5.2	nt	19	nt
CCCCNC(=O)C(NC(=O)c1ccc(C)cc1)C(=O)c1ccccc1 (stereo not drawn)	2.1	nt	-2	nt
COCCCNC(=O)C[C@@H]1C[C@@]2(C(=O)OC)CC(C)(C)CC=C2N(CCc2ccc(OC)c(OC)c2)C1=O	0.6	nt	-3	nt
CCOC(=O)N1CCN(C(=O)C[C@@H]2C[C@@]3(C(=O)OC)CC(C)(C)CC=C3N(Cc3ccccc3)C2=O)CC1	-2.3	nt	-4	nt
Cc1cccc(C)c1NC(=O)C(c1ccncc1)n1c(=O)c(-c2cc3ccccc3[nH]2)nc2ccccc21 (stereo not drawn)	3.0	nt	-13	nt
Cc1ccc(S(=O)(=O)N2CC(CO)=CCC2c2ccccc2)cc1 (stereo not drawn)	0.3	nt	-3	nt
CCCNC(=O)C[C@H]1CC[C@@H]2[C@H](COC[C@@H](O)CN2C(=O)c2ccccn2)O1	-0.2	nt	-2	nt
O=C(N[C@H]1CC[C@H](CCNC(=O)C2CC2)O[C@@H]1CO)c1ccccn1	-1.0	nt	0	nt
COc1ccc(C(=O)C(=O)N2CCN(c3ccc(C)cc3)CC2)cc1OC	0.8	nt	4	nt
O=C1C=C(OCCF)CC(c2cccc(Cl)c2)O1 (stereo not drawn)	0.6	nt	7	nt
CCOC(=O)[C@]12CCCC=C1N(CCC1=CCCCC1)C(=O)[C@H](CC(=O)NCCc1ccccc1OC)C2	4.7	nt	25	nt
Cc1cccc(C)c1NC(=O)C(C1CC1)n1c(-c2ccc(-c3ccccc3)cc2)nc2ccccc21 (stereo not drawn)	-0.6	nt	8	nt
COC(=O)[C@@]12C[C@@H](CC(=O)NCCc3ccccc3OC)C(=O)N(Cc3cccc4ccccc34)C1=CCC(C)(C)C2	-0.6	nt	16	nt
O=C(C(=O)N(C1CCCCC1)C1CCCCC1)c1ccccc1	0.3	nt	0	nt
COC(=O)C[C@@H]1C=C[C@@H](NC(=O)CN(C)C)[C@@H](CO)O1	-2.0	nt	3	nt
CSCCC(c1nc2ccccc2[nH]1)n1c(-c2ccc(C)cc2)nc2ccccc21 (stereo not drawn)	6.3	nt	-2	nt
Cc1ccc(N2CCN(C(C(=O)Nc3c(C)cccc3C)c3cc4ccccc4o3)CC2)cc1 (stereo not drawn)	0.0	nt	19	nt
COC(=O)C1(C(=O)OC)C[C@H](/C=C/c2ccccc2)N(Cc2ccccc2OC)[C@@H]1c1cccs1	0.3&-0.2	nt	18&26	nt
Cc1cccc(C)c1N1C(=O)c2ccccc2NC(=O)C1C(=O)NCCc1ccccc1 (stereo not drawn)	-1.9	nt	-4	nt
COC(=O)[C@@]12C[C@@H](CC(=O)NCc3ccccc3)C(=O)N(Cc3ccco3)C1=CCC(C)(C)C2	0.1	nt	-2	nt
Nc1sc(-c2ccccc2)cc1C(=O)N1CCNCC1	-0.2	nt	46*	nt
O=C(NC1CCCCC1)C(c1cc2ccccc2o1)n1c(=O)c(-c2ccco2)nc2ccccc21 (stereo not drawn)	-1.4	nt	0	nt
CSCCC(C(=O)NC1CCCC1)n1c(-c2ccccn2)nc2ccccc21 (stereo not drawn)	-1.0	nt	2	nt
Cn1cc([C@]2(O)C(=O)Nc3c(F)cccc32)c2ccccc21	1.1	nt	0	nt
CCO[C@H]1C[C@@H](c2ccc(CC)cc2)N(S(=O)(=O)c2ccc(C)cc2)C2CC(c3ccc(CC)cc3)N(S(=O)(=O)c3ccc(C)cc3)CC21 (stereo partly drawn)	-0.4	nt	5	nt
CCOC(=O)C1=CC[C@@H](c2ccccc2)N(S(=O)(=O)c2ccc(C)cc2)[C@@H]1C#N	1.2	nt	14	nt
Cc1ccc(S(=O)(=O)N2C(c3ccc(Cl)c(Cl)c3)CC=C(C(=O)O)C2c2cccc(Cl)c2)cc1 (stereo not drawn)	1.8	nt	-1	nt
CCOC(=O)[C@]12CCCC=C1N(Cc1ccccc1)C(=O)[C@H](CC(=O)NCc1cccs1)C2	-0.8	nt	10	nt
CCOC(=O)[C@]12CCCC=C1N(CCc1ccc(OC)c(OC)c1)C(=O)[C@H](CC(=O)N1CCCCC1)C2	-0.8	nt	-2	nt
COC(=O)C[C@H]1C=C[C@H](NC(=O)Nc2ccccc2)[C@@H](CO)O1	-1.4	nt	-10	nt
CC1(C(=O)Nc2ccc3c(c2)OCCO3)CN(S(C)(=O)=O)CC(=O)N1Cc1ccco1 (stereo not drawn)	-0.8	nt	-3	nt
Cc1ccc(S(=O)(=O)N2C3CCCCC3O[C@H]2CC(=O)c2cccc3ccccc23)cc1 (stereo partly drawn)	0.4	nt	26	nt
O=C(C[C@H]1CC[C@H](NC(=O)C2CCOCC2)[C@@H](CO)O1)NCc1ccncc1	1.2	nt	-8	nt
CC(C)CN1C(=O)CSCC1(C)C(=O)NCc1ccccc1 (stereo not drawn)	3.7	nt	1	nt
Cc1cc(N2CCN(C(C(=O)NC3CCCC3)C(C)C)CC2)c2ccccc2n1 (stereo not drawn)	-1.3	nt	-10	nt
CCCCCCCCN1C(=O)[C@H](CC(=O)NCCCC)C[C@@]2(C(=O)OC)CC(C)(C)CC=C12	-2.5	nt	6	nt
COC(=O)[C@@]12C[C@@H](CC(=O)NCCCN3CCCC3=O)C(=O)N(Cc3ccc4c(c3)OCO4)C1=CCC(C)(C)C2	2.2	nt	-7	nt
COC(=O)C[C@H]1C=C[C@@H](NS(=O)(=O)c2ccccc2)[C@@H](CO)O1	-1.7	nt	-6	nt
O=C(Nc1c(-c2ccccc2)[nH][nH]c1=O)c1cnccn1	0.6	nt	1	nt
CC(C)[C@H](NC(=O)OC(C)(C)C)c1cc(C(=O)NCCO)c(N)s1	-1.5	nt	-15	nt
COc1ccc(OC)c(CN2C(=O)CSCC2(C)C(=O)NC(C)C)c1 (stereo not drawn)	0.9	nt	-9	nt
O=C(NCc1ccccc1)C(c1ccccc1F)n1c(=O)c(-c2ccco2)nc2ccccc21 (stereo not drawn)	1.1	nt	7	nt
CC(C)N1C(=O)c2ccccc2NC(=O)C1C(=O)NCc1ccccc1 (stereo not drawn)	-0.2	nt	-6	nt
O=C(NC1CCCC1)C(C1CC1)n1c(-c2ccncc2)nc2ccccc21 (stereo not drawn)	0.8	nt	5	nt
CC(=O)N1CCC(C(=O)N2c3ccccc3N=C(c3ccc(C(F)(F)F)cc3)C2C(=O)NC(C)C)CC1 (stereo not drawn)	-0.4	nt	6	nt
O=C(C[C@H]1CC[C@H]2[C@@H](COC[C@H](O)CN2C(=O)c2ccccn2)O1)N1CCN(c2ccccc2)CC1	1.8	nt	-10	nt
Cc1ccc(N2CCN(C(=O)C(=O)c3ccc(F)c(F)c3)CC2)cc1	-0.4	nt	-10	nt

Other structures follow.
SMILES	MPTP block	APOBEC3A inh	EBI2 block	APOBEC3G inh
CC(C)CNC(=O)C1C(=O)Nc2ccccc2C(=O)N1C(C)(C)C (stereo not drawn)	0.7	nt	-9	nt
O=C(C(=O)N1CCC(Cc2ccccc2)CC1)c1cccc(Br)c1	-0.1	nt	26	nt
CC1(C(=O)NCc2ccccc2)CSCC(=O)N1C1CCN(Cc2ccccc2)CC1 (stereo not drawn)	0.1	nt	-6	nt
CCOC(=O)CC1(C)Oc2ccccc2N1S(=O)(=O)c1ccc(C)cc1 (stereo not drawn)	1.0	nt	5	nt
CCOC(=O)[C@]12CCCC=C1N(CCC1=CCCCC1)C(=O)[C@H](CC(=O)NCCC(C)C)C2	0.7	nt	16	nt
COc1cc(C(=O)C(=O)N2CCN(c3ccccc3)CC2)cc(OC)c1OC	0.6	nt	5	nt
CC(C)(C)NC(=O)C(c1ccncc1)n1c(-c2ccc(C(F)(F)F)cc2)nc2ccccc21 (stereo not drawn)	2.8	nt	-10	nt
CSCCC(C(=O)NCc1ccccc1)n1c(C2CCN(C(C)=O)CC2)nc2ccccc21 (stereo not drawn)	7.2	nt	-6	nt
O=C(C[C@H]1CC[C@H]2[C@@H](COC[C@@H](O)CN2Cc2cc(F)ccc2F)O1)NCc1ccc(Cl)cc1	1.1	nt	-6	nt
Cc1ccc(S(=O)(=O)/C=C2\OCc3ccccc32)cc1	10	nt	-12	nt

Retrieved by compound from the entries so far, 2 records:
SMILES	MPTP block	APOBEC3A inh	EBI2 block	APOBEC3G inh
CC(C)CNC(=O)C1C(=O)Nc2ccccc2C(=O)N1C(C)(C)C (stereo not drawn)	0.7	nt	-9	nt
CC(C)(C)NC(=O)C(c1ccncc1)n1c(-c2ccc(C(F)(F)F)cc2)nc2ccccc21 (stereo not drawn)	2.8	nt	-10	nt

(list continues)
SMILES	MPTP block	APOBEC3A inh	EBI2 block	APOBEC3G inh
O=C(NC1CCCC1)C1C(c2ccc(C(F)(F)F)cc2)=Nc2ccccc2N1C(=O)c1cccc2ccccc12 (stereo not drawn)	0.6	nt	8	nt
Cc1ccc(S(=O)(=O)N2C3CCCCC3O[C@H]2CC(=O)Oc2ccccc2)cc1 (stereo partly drawn)	0.4	nt	30	nt
Cc1ccc(-c2cccc(=O)o2)cc1	0.9	nt	-7	nt
O=C1Nc2ccccc2-n2nnnc2C1N1CCN(C(=O)c2ccco2)CC1 (stereo not drawn)	-0.2	nt	-2	nt
COCCCNC(=O)c1cc(Cc2ccccc2)sc1N	-0.1	nt	5	nt
